Bioassay records from PubChem.
hcGAS lum: Primary biochemical luminescence assay for human cyclic GMP-AMP synthase inhibitors; inhibition, % at 12.5 µM; recombinant h-cGAS, ATP depletion, Kinase-Glo luminescence; AID 1259398, 2018; actives 0.081% (n = 290,000);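 further: 0% = vehicle reaction and 100% = reaction without DNA for no activity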
Target sequence (Q8N884 whole entry, looked up): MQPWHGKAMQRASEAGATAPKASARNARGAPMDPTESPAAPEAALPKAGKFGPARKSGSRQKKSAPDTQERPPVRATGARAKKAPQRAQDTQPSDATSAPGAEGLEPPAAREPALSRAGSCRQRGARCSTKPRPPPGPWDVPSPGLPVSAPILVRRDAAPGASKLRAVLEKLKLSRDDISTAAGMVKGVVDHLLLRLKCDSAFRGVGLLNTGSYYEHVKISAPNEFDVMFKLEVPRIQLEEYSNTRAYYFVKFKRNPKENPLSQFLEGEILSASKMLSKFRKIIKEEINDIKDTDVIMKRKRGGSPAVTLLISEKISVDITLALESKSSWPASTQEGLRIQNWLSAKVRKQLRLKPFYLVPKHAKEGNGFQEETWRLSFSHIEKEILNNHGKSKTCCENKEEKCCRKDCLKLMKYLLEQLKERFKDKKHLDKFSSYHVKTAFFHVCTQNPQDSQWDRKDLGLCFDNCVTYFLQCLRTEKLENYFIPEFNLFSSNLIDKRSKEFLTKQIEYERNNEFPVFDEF
NPYLR7 agonist: agonists of mosquito NPYLR7 receptor, primary screen, cell-based, Aedes aegypti, calcium fluorescence, mosquito biting behavior. Aedes aegypti neuropeptide Y-like receptor 7 (NPYLR7). HEK293T NPYLR7/Galpha15, GCaMP6s calcium fluorescence. AID 1259423, 2018. activation, % at 10 µM. actives 0.15% (n = 270,000); in the data active means activation above about 40%;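 further: 0% = vehicle and 100% = reference agonist at the receptor; some compounds past the cut are filed as inactive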
mcGAS inh: cyclic GMP-AMP synthase inhibitors, mouse, primary biochemical chemiluminescence; Q8C6L5; inhibition, % at 12.5 µM; recombinant cGAS, Kinase-Glo ATP depletion luminescence; AID 1259399, 2018; actives 0.15% (n = 160,000);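 further: 0% = negative control wells and 100% = reference inhibitor with no enzyme activity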
An asterisk follows results filed as active; x = not tested or not shown. Unless noted, no stated cut-off is given here; in the data, active means inhibition above about 40%; inactive means the rest. Compounds were not picked by outcome; about 0.26% have a hit in one of these screens.

SMILES	hcGAS lum	NPYLR7 agonist	mcGAS inh
O=C(Nc1ccccc1)c1csc(COc2ccc(F)cc2F)n1	-5.6	-3.0	-3.3
COc1ccc(S(=O)(=O)NCCn2nc(-c3ccc(Cl)cc3)ccc2=O)cc1C	-9.2	-0.3	-9.0
O=C(NCC(O)c1ccc(Cl)cc1)c1ccc[nH]c1=S (centres undefined)	-5.6	1.2	x
CCCc1ccc(Oc2c(C)oc3c(C)c(O)ccc3c2=O)cc1	5.7	0.0	0.3
CC(C)(C)OC(=O)N1CCC(C(=O)N2CCC(C(=O)NC3CCCCC3)CC2)CC1	-10.4	x	-5.0
CCOC(=O)c1cnc(-c2ccccc2)nc1N(C)CCc1ccccc1	-0.1	14.8	-2.0
CCCn1c(C(C)N(CCc2ccccc2)C(=O)Nc2cccc(Br)c2)nc2ccccc2c1=O (centres undefined)	-6.2	13.5	-6.2
Cc1cc(C(=O)N(CCCN2CCOCC2)c2nc3ccc(Cl)cc3s2)n(C)n1	-11.0	1.5	-6.9
CC(C)CCn1c(N2CCCCC2)nc2c1c(=O)n(C)c(=O)n2C	-11.4	-8.3	x
C=C(C)CSc1nnc(NC(=O)CC)s1	3.2	5.0	-4.6
O=[N+]([O-])c1cccc(N=NN(CCO)c2cccc([N+](=O)[O-])c2)c1	-13.0	0.6	-9.0
COCCC(=O)N1CCCCCCN(C)C(=O)[C@@H]2CCC[C@@H]21	2.3	x	-0.2
CCC1Oc2ccc(N)cc2CN(CCc2ccc(OC)c(OC)c2)C1=O (centres undefined)	-4.2	14.4	x
CC(Oc1ccccc1F)C(=O)NCCCn1ncccc1=O (centres undefined)	-10.1	-9.2	-12.1
COc1cc(C(C2Sc3nc(C)nn3C2=O)N2CC(C)OC(C)C2)cc(OC)c1OC (centres undefined)	-1.4	1.6	-6.7
O=C(c1ccc(CSCc2ccc(Cl)cc2)cc1)N1C2CCC1CC(Oc1ccc(F)cc1F)C2 (centres undefined)	-6.9	3.7	-3.9
O=C(NCC(F)(F)F)c1ccc2c(=O)[nH]c(=S)[nH]c2c1	-3.0	-2.2	x
O=C(Nc1nncs1)c1cccs1	4.8	4.0	5.4
Cn1nnc2c(N3CCN(C(=O)CCc4ccccc4)CC3)ncnc21	-3.8	0.3	x
Cc1nnc(NC(=O)CCN2C(=O)/C(=C/c3ccc(F)cc3)SC2=S)s1	0.2	-6.3	0.0
O=C(O)C=CC(=O)N1CCN(C(=O)C=CC(=O)O)CC1	-3.1	0.5	x
COCCN1CCCC(O)(CN2CCc3nnc(C)n3CC2)C1=O (centres undefined)	-13.2	x	-4.7
O=C1C(=O)N(CCN2CCOCC2)C(c2ccccc2)C1=C(O)c1ccc(Cl)cc1 (centres undefined)	-1.8	1.4	-5.3
COC(=O)[C@@H](NCC(=O)Nc1ccc(C)cc1C)c1ccccc1	-0.1	0.6	x
CCOC(=O)CCc1c(C)nc2ncnn2c1N1CCN(S(=O)(=O)c2cc(OC)ccc2OC)CC1	3.2	x	-2.9
CC(=O)Nc1ccc(C(=S)NCc2ccccc2)cc1	3.8	1.8	x
CCCc1c(C)nn(-c2ccc(C(=O)Nc3ccc(Cl)cc3)cc2)c1C	-4.5	-5.8	-3.5
COc1cccc(C2CCN(C(=O)c3cn(C4CCCCC4)nn3)C2)c1OC (centres undefined)	-4.4	1.5	x
CC1(c2ccc(Cl)cc2)NC(=O)N(CC(=O)NCCc2ccc(F)cc2)C1=O (centres undefined)	-6.0	0.3	x
Cc1ccc(C(=O)Nc2c(N)nc(SCC(=O)Nc3ccc(F)cc3F)[nH]c2=O)cc1	-4.5	-5.1	-5.1
CCCCCc1c2c(cc(O)c1C(=O)O)OC(=O)c1cc(C(=O)CCCC)c(OC)cc1O2	7.3	3.2	2.2
O[C@H]1[C@H](NCC2CCCCC2)[C@H]2CO[C@H](O2)[C@@H]1Oc1ccccc1	-3.7	-6.2	-8.2
COc1ccc(O)c(C(=O)c2cnn(-c3ccc(C)cc3C)c2)c1	-3.3	4.5	x
CSc1nc(NC(C)C)c2cnn(CCNC(=O)c3ccc(C(F)(F)F)cc3)c2n1	1.5	x	0.1
CC(NC(=O)/C=C/c1ccc(Br)cc1)c1ccccc1 (centres undefined)	-3.8	0.6	x
COC(=O)C1(C(=O)NCCSC2Sc3ccccc3NC2=O)CC1 (centres undefined)	-3.3	4.6	-5.4
COCc1cccc(C(=O)Nc2nc(C3CC3)cs2)c1	-11.6	5.6	-8.0
CC(OC(=O)C1CC2CCCC(C1)C2=O)c1nnc(-c2cccs2)o1 (centres undefined)	-8.3	2.3	-9.7
O=C(Nc1ccccc1OC(F)F)N1CCN(CC(OCc2ccc(C(F)(F)F)cc2)c2ccc(Cl)cc2)CC1 (centres undefined)	-3.4	3.7	-4.6
Cc1ccc2oc(-c3cc(NC(=O)c4ccc(F)cc4)ccc3O)nc2c1	-5.4	11.7	-5.6

Six compounds already listed, sorted by SMILES length, descending:
SMILES	hcGAS lum	NPYLR7 agonist	mcGAS inh
O[C@H]1[C@H](NCC2CCCCC2)[C@H]2CO[C@H](O2)[C@@H]1Oc1ccccc1	-3.7	-6.2	-8.2
CSc1nc(NC(C)C)c2cnn(CCNC(=O)c3ccc(C(F)(F)F)cc3)c2n1	1.5	x	0.1
COc1ccc(O)c(C(=O)c2cnn(-c3ccc(C)cc3C)c2)c1	-3.3	4.5	x
COC(=O)C1(C(=O)NCCSC2Sc3ccccc3NC2=O)CC1 (centres undefined)	-3.3	4.6	-5.4
CC(NC(=O)/C=C/c1ccc(Br)cc1)c1ccccc1 (centres undefined)	-3.8	0.6	x
COCc1cccc(C(=O)Nc2nc(C3CC3)cs2)c1	-11.6	5.6	-8.0

Continuation.
SMILES	hcGAS lum	NPYLR7 agonist	mcGAS inh
O=C(c1ccc2ncccc2c1)N1CCCC2(CCc3ccccc32)C1 (centres undefined)	-4.6	4.1	x
Cc1ccc(NC(=O)Cn2nc(-c3ccco3)c3sc(C)nc3c2=O)cc1	3.8	0.6	-7.3
CCCN(Cc1ccccc1O)C(=O)c1ccc(=O)n(CCOC)c1	-7.7	5.0	-15.2
COCCN(Cc1ccc(OC)c(OS(=O)(=O)c2ccc(OC)cc2)c1)C(=O)c1ccco1	1.1	23.1	0.5
COc1ccc(C(=O)N(Cc2c(-c3ccc(F)cc3)noc2N2CCN(C)CC2)C(C)C)cc1	-1.3	0.6	-5.6
Cc1ccccc1OCCn1c(CCCO)nc2ccccc21	-5.7	-2.8	-5.0
CCOC(=O)C(OC(=O)Cc1cccc(C)c1)c1cccnc1 (centres undefined)	-10.0	-0.3	x
Cc1nnc(SCC(=O)Nc2ccc(Oc3ccccc3)cc2)[nH]c1=O	-5.5	-5.7	-7.5
Cc1cc(C)c(CN2CCC(CCC(=O)N3CCOCC3)CC2)cc1C	-7.3	3.3	-6.7
CCN(C(=O)C(C)Sc1nc2ccccc2c(=O)n1CC1CCCO1)c1ccccc1 (centres undefined)	-1.6	0.8	-1.5
CCOC(=O)c1nn(-c2ccc(F)cc2)c(=O)cc1N1CCCC(C)C1 (centres undefined)	-1.8	6.8	x
COc1ccc(-c2nnc(SCC(=O)N/N=C\c3c(Cl)cccc3Cl)n2-c2ccccc2)cc1OC	-1.6	-5.9	-6.1
O=[N+]([O-])c1ccc(Nc2ccc(Cl)c(Cl)c2)c2cccnc12	-4.0	3.3	x
O=C(O)c1ccccc1N=Nc1c(O)[nH]c2ccc(F)cc12	33.5	-2.1	x
CCCc1nc(C)cc(N2CCC(CC3CCCCO3)(C(=O)O)CC2)n1 (centres undefined)	-7.4	6.3	-14.8
O=C1NC(Cc2ccc(F)cc2)(C2CCNCC2)C(=O)N1CCc1cccs1 (centres undefined)	-5.0	9.0	-12.4
CCCc1c(C(=O)N2CCc3c([nH]c4ccc(OC)cc34)C2c2ccc(COC(C)=O)o2)cnn1-c1ccccc1 (centres undefined)	-5.7	6.0	-5.2
Cc1cc(C)c[n+](C2=C(c3c(C)[nH]n(-c4ccc(F)cc4)c3=O)C(=O)N(CC(C)C)C2=O)c1	-6.8	-5.5	-5.8
CCSc1nnc(NC(=O)/C=C/c2ccccc2OC)s1	2.8	0.7	-3.7
O=c1c(-c2cccc3ccccc23)[n+]([O-])c2ccccc2n1OCc1cccc(F)c1	-7.1	23.4	x
O=c1sccn1Cc1coc(-c2ccc(Br)cc2)n1	-3.6	-9.3	-7.6
CC(C)N1CCC(C)(C(=O)Nc2cc(C3CC3)nn2C)C1 (centres undefined)	-7.7	0.6	x
O=[N+]([O-])c1ccc2[nH]c(=S)sc2c1	6.3	11.8	7.6
CC(Sc1ccccc1)C(=O)N1CCN(S(=O)(=O)c2cc(F)ccc2F)CC1 (centres undefined)	-7.6	1.3	-9.2
CCCNC(=O)c1c(O)nc2c(C)cccn2c1=O	1.7	-2.9	1.3
CCOc1ncccc1CN1CCC(C(=O)Nc2cccc(Oc3ccccc3)c2)CC1	-0.6	-5.4	1.1
COc1ccc2c(C)c(C(=O)N3CCN(S(=O)(=O)C4CC4)CC3)oc2c1	-9.7	0.2	x
COc1ccc(-n2ncc(C(C)NCc3ccc(NC(C)=O)cc3)c2C)cc1 (centres undefined)	-3.2	12.4	-7.8
O=C(C=Cc1ccco1)NNC(=O)c1cc2c(s1)CCCC2	-2.7	-0.9	-5.3
Cc1noc(-c2ccc(C(C)(C)C)cc2)c1C(=O)NCc1ccccc1Cl	-1.7	14.1	-4.8
CC1=C(C(=O)OC(C)C)C(c2ccc(N(C)C)cc2)C2=C(CCCC2=O)N1 (centres undefined)	-8.6	0.2	-4.9
Cc1cccc2nc(C(=O)NC(C)CCn3cccn3)c(F)n12 (centres undefined)	-5.6	-0.4	-11.2
Cc1cc(NS(=O)(=O)c2cnc[nH]2)n(C2CCS(=O)(=O)C2)n1 (centres undefined)	-7.6	-1.3	-9.2
CCN(C(=O)c1cc(Br)ccc1O)C1CC1	-9.7	0.3	x
CN=c1scc(-c2ccc(O)cc2O)n1/N=C\c1ccc(C)o1	-3.0	-5.9	x
COCCn1c(C)cc(O)c(C(c2ccccc2)N2CCN(CCO)CC2)c1=O (centres undefined)	-3.0	6.8	x
O=[N+]([O-])c1cc(N=Cc2cccnc2)cc2ccc3ccccc3c12	0.0	3.4	x
CCCNC(=O)c1cc(C2CCCCN2S(=O)(=O)Cc2cccc(C(F)(F)F)c2)on1 (centres undefined)	-8.9	3.1	-7.2
CC(C)c1ccccc1N1C(=O)CSC1c1ccc(NC(=O)/C=C/c2ccc([N+](=O)[O-])cc2)cc1 (centres undefined)	-2.8	-0.6	-4.8
Cc1cccc(N2CC(O)(c3cccs3)[N+]3=C2CCCC3)c1 (centres undefined)	-9.2	-4.9	-9.4

Entries shown so far that contain an aryl thioether with sulfur outside any ring:
SMILES	hcGAS lum	NPYLR7 agonist	mcGAS inh
C=C(C)CSc1nnc(NC(=O)CC)s1	3.2	5.0	-4.6
Cc1ccc(C(=O)Nc2c(N)nc(SCC(=O)Nc3ccc(F)cc3F)[nH]c2=O)cc1	-4.5	-5.1	-5.1
CSc1nc(NC(C)C)c2cnn(CCNC(=O)c3ccc(C(F)(F)F)cc3)c2n1	1.5	x	0.1
Cc1nnc(SCC(=O)Nc2ccc(Oc3ccccc3)cc2)[nH]c1=O	-5.5	-5.7	-7.5
CCN(C(=O)C(C)Sc1nc2ccccc2c(=O)n1CC1CCCO1)c1ccccc1 (centres undefined)	-1.6	0.8	-1.5
COc1ccc(-c2nnc(SCC(=O)N/N=C\c3c(Cl)cccc3Cl)n2-c2ccccc2)cc1OC	-1.6	-5.9	-6.1
CCSc1nnc(NC(=O)/C=C/c2ccccc2OC)s1	2.8	0.7	-3.7
CC(Sc1ccccc1)C(=O)N1CCN(S(=O)(=O)c2cc(F)ccc2F)CC1 (centres undefined)	-7.6	1.3	-9.2

Carrying on:
SMILES	hcGAS lum	NPYLR7 agonist	mcGAS inh
Cc1ccc(Cc2nc(CSc3nccs3)cs2)cc1	-0.3	3.5	-2.9
Cc1nn2c(N3CCOCC3)c3c(nc2c1-c1ccccc1)CCCC3	-7.9	4.9	-5.6
CCn1cc(C(CC(=O)NCc2ccco2)c2cc(OC)cc(OC)c2)c2ccccc21 (centres undefined)	-6.1	x	-6.0
COc1ccc(OCC(O)CN(Cc2cccn2Cc2cccc(C(F)(F)F)c2)CC(C)C)cc1 (centres undefined)	-10.9	14.6	-5.8
CCOC(=O)c1c(NC(=O)c2ccc(C)c([N+](=O)[O-])c2)sc(C(=O)Nc2ccccc2F)c1C	-3.1	5.0	-3.8
CCCN(C(=O)Nc1ccc(C(=O)OCC)cc1)C(C)c1nc2cc(Cl)ccc2c(=O)n1-c1ccc(OC)cc1 (centres undefined)	-7.1	16.0	-4.7
CC(C)CC(=O)Nc1ccc(-c2csc(N3CCOCC3)n2)cc1	-16.5	7.9	x
COc1cccc(C(=O)NC(C(=O)NCc2ccco2)C2CCN(C(=O)c3ccccc3OC)CC2)c1 (centres undefined)	-2.6	3.9	-4.5
CCN1CCc2c(sc(NC(=O)c3cc(C)no3)c2-c2nc3ccccc3s2)C1	-2.4	4.3	x
Cn1ccnc1-c1c(-c2ccccc2)ncn1[C@@H]1C[C@@H]2CC[C@H]1C2	-5.6	-5.1	-11.3
COc1cccc(C(=O)NCC2CCCN(Cc3cccnc3)C2)c1OC (centres undefined)	-4.8	-6.1	x
CC(C)OCCCNC(=O)Cc1cc(-c2ccc(F)cc2F)on1	-6.3	4.8	-7.3
COCCCN(Cc1ccc(C)s1)CC(C)(C)O	0.8	13.4	-2.3
O=c1c2cnc3nc(-c4ccccc4)nn3c2ccn1Cc1ccco1	-2.6	3.3	x
CCO[C@H]1COC[C@@H]1NC(=O)c1cc2cc(C)ccc2o1	1.3	-3.5	-2.6
